TrxR1 substrate: substrates of rat thioredoxin reductase 1; O89049; purified TrxR1 substrate turnover, NADPH consumption readout; Potency, µM (doses to about 114 µM), for inactives: at the top dose activity change, negative = substrate turnover; 390,000 compounds, 0.01% hits; further: potency means the concentration at half of the fitted maximal effect; on the % scale 0 is the no-effect control and ±100 the full control effect; nearly all actives have a fitted effect of over 50% in size
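Rat TrxR1, dispensed at 90 nM, was prereduced with 400 uM NADPH (final) for 5 min at ~22 deg C, then incubated with compound 15 min before 400 uM selenite. A first-read NADPH fluorescence drop versus no-compound background flagged substrates.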
PI4K2A block: PI4K2A (human) kinase inhibition. Q9BTU6. purified PI4K2A, ADP-Glo luminescence, 1 h; stronger effect = lower value. activity change, negative = inhibition, % at 76.9 µM. 420,000 compounds, 0.13% hits. AID 1346378; in the data active means activity change below about -50%; inconclusive means mostly about -30% to -49%;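 further: -100% = wells without enzyme as full effect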
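Compounds are screened against recombinant PI4K2A using PI as substrate and ATP, the latter dispensed at 300 microM. Reactions run one hour at ambient temperature before ADP-Glo detection; full inhibition defined by wells lacking enzyme.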
GLS inhibitor: inhibitors of human glutaminase (GLS); GLS enzymatic activity, qHTS titration; AID 624170; 410,000 compounds, 0.21% hits; Potency, µM (titrated, usually from 45.5 µM), without a hit: at the top dose activity change, negative = inhibition, hits mostly inhibitors; further: potency means the concentration at half of the fitted maximal effect; on the % scale 0 is the no-effect control and ±100 the full control effect
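Human kidney-isoform GLS in 45 mM KH2PO4 pH 8.2, 0.02% Tween-20, with compound, started with 1mM L-Glutamine (added stock). Glutamate oxidase/HRP/Amplex red coupled fluorescence read at start and after 30 min at RT.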
mIDH1 inhibitor: blocks human mutant IDH1 R132H enzyme; O75874; IDH1-R132H enzyme, NADPH consumption, diaphorase/resazurin fluorescence; Potency, µM (series often up to 76.6 µM), for the others: top-dose activity change, negative = inhibition, most hits filed as inhibitors; 390,000 compounds, 0.093% hits; AID 602179; further: potency means the concentration at half of the fitted maximal effect; on the % scale 0 is the no-effect control and ±100 the full control effect; nearly all actives have a fitted effect of over 65% in size
Target sequence (O75874 whole entry R132H, stated change not applied): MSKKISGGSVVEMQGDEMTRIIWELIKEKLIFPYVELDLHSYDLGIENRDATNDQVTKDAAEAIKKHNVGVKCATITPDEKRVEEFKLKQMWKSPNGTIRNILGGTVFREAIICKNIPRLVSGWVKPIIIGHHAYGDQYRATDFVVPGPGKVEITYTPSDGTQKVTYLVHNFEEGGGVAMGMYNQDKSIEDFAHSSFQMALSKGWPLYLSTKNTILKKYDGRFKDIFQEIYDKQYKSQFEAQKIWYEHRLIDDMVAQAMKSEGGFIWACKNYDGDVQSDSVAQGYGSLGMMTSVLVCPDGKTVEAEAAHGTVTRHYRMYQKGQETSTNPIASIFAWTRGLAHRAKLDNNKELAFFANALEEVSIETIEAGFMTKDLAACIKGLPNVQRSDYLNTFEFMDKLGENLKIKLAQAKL
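IDH1-R132H (0.5 ug/mL dispensed) in pH 7.5 Tris buffer was preincubated 30 min with compound, then given a substrate mix of 0.016 mM NADPH and 2 mM alpha-KG for 80 min at room temperature; remaining NADPH was read by diaphorase/resazurin fluorescence.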
HP1b chromo inh: HP1-beta chromodomain-methylated histone interaction inhibition; P83916; AlphaScreen HP1-beta / biotin-H3K9me3 peptide binding; Potency, µM (series often up to 114 µM), inactives show top-dose activity change, negative = inhibition, most hits filed as inhibitors; 390,000 compounds, 0.56% hits; AID 540317; further: potency means the concentration at half of the fitted maximal effect; nearly all actives have a fitted effect of over 70% in size; inactives centre near 23
Target sequence (P83916 whole entry, looked up): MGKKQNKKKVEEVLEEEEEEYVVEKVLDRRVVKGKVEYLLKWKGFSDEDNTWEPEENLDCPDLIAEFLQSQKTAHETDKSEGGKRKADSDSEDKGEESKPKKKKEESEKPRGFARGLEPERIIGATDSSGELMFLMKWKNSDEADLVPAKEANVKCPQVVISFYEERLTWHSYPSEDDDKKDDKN
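Compound inhibition of the preformed complex between 50 nM HP1-beta and 50 nM biotinylated H3K9me3 peptide was read by AlphaScreen. Buffer was PBS pH 7.4 with 0.01% Tween-20. Incubations ran 30 min at room temperature, with 10 ug/mL donor/acceptor beads.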
PGK inhibitor: blocks T. brucei phosphoglycerate kinase; P07378; Potency, µM (series often up to 57.5 µM), without a hit: at the top dose activity change, negative = inhibition, actives largely listed as inhibitors; 380,000 compounds, 0.043% hits; PGK/GAPDH coupled, Kinase-Glo luminescence, 60 min; further: potency means the concentration at half of the fitted maximal effect; on the % scale 0 is the no-effect control and ±100 the full control effect; nearly all actives have a fitted effect of over 60% in size
Target sequence (P07378 whole entry, looked up): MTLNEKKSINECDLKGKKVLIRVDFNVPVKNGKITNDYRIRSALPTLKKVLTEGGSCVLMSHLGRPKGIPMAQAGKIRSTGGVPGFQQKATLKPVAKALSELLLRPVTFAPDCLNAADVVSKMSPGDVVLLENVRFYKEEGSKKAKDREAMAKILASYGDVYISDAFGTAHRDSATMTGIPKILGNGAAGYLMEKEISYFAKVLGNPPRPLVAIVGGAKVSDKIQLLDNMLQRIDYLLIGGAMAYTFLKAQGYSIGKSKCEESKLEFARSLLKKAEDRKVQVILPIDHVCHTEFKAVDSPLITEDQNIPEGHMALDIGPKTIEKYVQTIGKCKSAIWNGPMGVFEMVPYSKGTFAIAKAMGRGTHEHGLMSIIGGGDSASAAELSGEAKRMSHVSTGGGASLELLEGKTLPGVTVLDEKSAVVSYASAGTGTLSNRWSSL
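Luminescent ATP detection (Kinase-Glo Plus) follows a 60-minute room-temperature incubation, with wells lacking PGK as controls. Buffer: 100 mM TEA (pH 7.6), 5 mM MgCl2, 0.01% Tween-20. Coupling enzyme GAPDH (100 nM final) supplies unstable 1,3-BPG in-well.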
TrxR1 inh: rat TrxR1 inhibition. Potency, µM (titrated, usually from 114 µM), for the others: top-dose activity change, negative = inhibition, usual class: inhibitors. 390,000 compounds, 1% hits. recombinant rTrxR1, NADPH fluorescence consumption, selenite substrate. AID 588453. O89049; further: potency means the concentration at half of the fitted maximal effect; on the % scale 0 is the no-effect control and ±100 the full control effect; nearly all actives have a fitted effect of over 65% in size
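Rat TrxR1 (90 nM in the dispensed reagent) was pre-reduced with 400 uM NADPH for 5 min at room temperature, then incubated with compound for 15 min. After 400 uM selenite was added, NADPH fluorescence (Ex 340/Em 450 nm) was followed for 8 min.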
Pin1 inh: inhibitors of human Pin1; Pin1 FP peptide displacement, HiFluor488, 10 min; Potency, µM (titrated, usually from 115 µM), without a hit: top-dose activity, negative = inhibition, most hits filed as inhibitors; 390,000 compounds, 0.009% hits; active means well fitted inhibition curve with a large enough effect in the polarisation, with a control signal flat, not every such curve was filed as active; inconclusive means small, poorly fitted or top-dose-only effect, or effect the other way, or a change in a side signal; inactive means no such curve, though single readings can be large or run the other way; the % refers to the polarisation; further: potency means the concentration at half of the fitted maximal effect; on the % scale 0 is the no-effect control and ±100 the full control effect
USP1-UAF1 inh: inhibitors of human USP1/UAF1 deubiquitinase | Potency, µM (titrated, usually from 57.1 µM), inactives show at the highest dose activity change, negative = inhibition, usual class: inhibitors | recombinant USP1/UAF1, Ub-Rhodamine cleavage fluorescence | 390,000 compounds, 0.23% hits | AID 743255; further: potency means the concentration at half of the fitted maximal effect; on the % scale 0 is the no-effect control and ±100 the full control effect; nearly all actives have a fitted effect of over 60% in size; inactives centre near -12
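High-throughput fluorogenic screen: 1nM USP1/UAF1 complex, Ub-Rho substrate 150nM final, 50mM HEPES pH 7.8 with 0.5mM EDTA, 0.1 mg/ml BSA, 1mM TCEP and 0.01% Tween-20.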
Active calls of the source: *; i = inactive; ? = inconclusive; · = no result given; [ ] = dose if it differs, or a comment. Unless noted, the call rests on the fitted dose curve; in most records, active means well fitted curve in the direction sought with a large enough effect; inconclusive means small, poorly fitted or top-dose-only effect, or another doubt; inactive means no such curve, though single readings can be large; an effect the other way counts as inactive or inconclusive. The list is partial; the hit share may differ from the screen's.

SMILES | TrxR1 substrate | PI4K2A block | GLS inhibitor | mIDH1 inhibitor | HP1b chromo inh | PGK inhibitor | TrxR1 inh | Pin1 inh | USP1-UAF1 inh
CCOc1ccc(C(=O)NC(C)(C)CC)cc1 | -2%[57.1 µM] | -1 | 0% | -13% | -1% | 2% | 0%[57.1 µM] | 7% | -18%
COc1ccc(S(=O)(=O)Nc2ccc(S(=O)(=O)Nc3cc(C)nc(C)n3)cc2)cc1OC | 10%[57.1 µM] | 0 | -7% | 1% | 18% | 4% | 29%[57.1 µM] | -2% | -20%
O=S(=O)(NC1CCCC1)c1ccc(S(=O)(=O)N2CCCN(Cc3ccccc3)C2)cc1 | -11% | 3 | -4% | -2% | 23% | 22% | -2% | -4% | -17%
CCCOc1ccc(Oc2nc(NC)nc(N3CCOCC3)n2)nn1 | -8% | 0 | 2% | -2% | 29% | 1% | -5% | 9% | -19%
Cc1cccc(C2c3[nH]c4ccccc4c3CCN2C(=O)Cc2n[nH]c(C)n2)n1 (centres undefined) | -1% | 7 | 15% | -3% | 29% | -6% | -2% | 2% | -11%
CC(OC(=O)c1ccc(Br)o1)C(=O)NCC1CCCCC1 (centres undefined) | -2% | 0 | 3% | 5% | 22% | -14% | 6% | -1% | 6%
CC1CN(C)C(C)c2c1oc1ccc(N)cc21 (centres undefined) | -9%[57.1 µM] | 5 | -9% | 0% | 21% | 2% | -5%[57.1 µM] | 2% | -7%
COc1ccc(N(C(=O)c2ccncc2)S(=O)(=O)c2cccc([N+](=O)[O-])c2)cc1 | -3% | 2 | 21% | -4% | 28% | -1% | 50µM* | 5% | -19%
CCOc1ccc(CCNC(=O)c2c3c(nc4ccccc24)C(=O)N(C2CCCCC2)C3)cc1 | -4%[57.1 µM] | -3 | 9% | -12% | 11% | 5% | 8%[57.1 µM] | 2% | -17%
COc1ccccc1S(=O)(=O)N(C)C[C@H]1Oc2cc(C#CCC3CCCC3)ccc2S(=O)(=O)N([C@H](C)CO)C[C@H]1C | · | -19 | -2% | -2% | · | 2% | · | · | -19%
COC(=O)CCn1nnc(-c2cccs2)n1 | -1% | 1 | -5% | 2% | 32% | 0% | 12% | -5% | -22%
Cc1ccc(C(C)NC(=O)c2c(-c3ccccc3)noc2C)cc1C (centres undefined) | 5% | -2 | 0% | 3% | 30% | -9% | 13% | -1% | -7%

2 entries from above in a different format.
| canonical_smiles | TrxR1 substrate | PI4K2A block | GLS inhibitor | mIDH1 inhibitor | HP1b chromo inh | PGK inhibitor | TrxR1 inh | Pin1 inh | USP1-UAF1 inh |
| --- | --- | --- | --- | --- | --- | --- | --- | --- | --- |
| COC(=O)CCn1nnc(-c2cccs2)n1 | -1% | 1 | -5% | 2% | 32% | 0% | 12% | -5% | -22% |
| COc1ccccc1S(=O)(=O)N(C)C[C@H]1Oc2cc(C#CCC3CCCC3)ccc2S(=O)(=O)N([C@H](C)CO)C[C@H]1C | · | -19 | -2% | -2% | · | 2% | · | · | -19% |

(further entries)
SMILES | TrxR1 substrate | PI4K2A block | GLS inhibitor | mIDH1 inhibitor | HP1b chromo inh | PGK inhibitor | TrxR1 inh | Pin1 inh | USP1-UAF1 inh
C=CCN(CC=C)C(=S)NCCc1ccc(OC)c(OC)c1 | -6% | 5 | 22% | 4% | 31% | 6% | -8% | -11% | -14%
CCOc1ccccc1C(=O)N(Cc1ccccc1F)C1CCS(=O)(=O)C1 (centres undefined) | -4% | -1 | 6% | -11% | 36% | 1% | 12% | 1% | 0%
O=C(Nc1ccc(F)cc1F)c1cc2ncc(CCCl)cn2n1 | -3% | -13 | -6% | -5% | 43%[activator] | 5% | 7% | 9% | -18%
Cc1cc(C)cc(N(C(=O)c2csnn2)C(C(=O)NC(C)(C)C)c2ccccn2)c1 (centres undefined) | -1% | 2 | 3% | 2% | 34% | 7% | 5% | -4% | -9%
Cc1ccc(-c2cc(C(=O)N3N=C(C(F)F)CC3(O)C(F)F)c3ccccc3n2)cc1C (centres undefined) | 29% | 2 | -4% | 1% | 7% | -7% | · | ? | -26%
O=C(CSc1nnc(CCCO)n1-c1ccccc1)NCCc1ccccc1 | 4%[57.1 µM] | 1 | 0% | 3% | 6% | -4% | 13%[57.1 µM] | 6% | -9%
COC(=O)/C(=N/Nc1ccc(C)cc1)N1CCCc2ccccc21 | -5% | 6 | 76%[activator] | 14% | -6% | 0% | 5% | -2% | -18%
CNc1nnc(C(F)(F)F)s1 | 5%[57.1 µM] | 4 | 2% | 8% | 18% | 0% | 11%[57.1 µM] | -19% | -25%
CCOC(=O)Cn1c(=O)c2c(nc(N3CCOCC3)n2Cc2ccccc2)n(C)c1=O | -3% | 0 | 1% | 11% | 22% | -9% | 1% | -6% | 14%
COc1ccccc1N(CC(=O)Nc1ccccc1C(F)(F)F)S(=O)(=O)c1ccc(C)cc1 | -5% | -6 | -5% | -7% | 20% | 8% | -2% | 18% | -35%
CN(C)C/C=C/C(O)(c1ccccc1)c1ccccc1 | 4%[57.1 µM] | -1 | 3% | -7% | 1% | -2% | 15%[57.1 µM] | 0% | -9%
COC(=O)c1cc2n(n1)CCN(Cc1cccc(OC)c1)C2=O | 7%[57.1 µM] | 9 | 7% | 2% | 13% | i | 7%[57.1 µM] | 2% | 1%
CC(C)C(=O)NC(Nc1ccc(S(N)(=O)=O)cc1)C(Cl)(Cl)Cl (centres undefined) | 0%[57.1 µM] | 12 | -3% | 3% | 28% | i | 6%[57.1 µM] | 1% | -11%
O=C(CNC(=O)C12CC3CC(CC(C3)C1)C2)Nc1ncccc1O | 4% | 0 | 70%[activator] | 0% | 44%[activator] | i | 3% | -3% | -24%
CCOC(=O)c1c(C)[nH]c(C)c1S(=O)(=O)N1CCC(C(=O)Nc2ccc(F)cc2F)CC1 | -1%[57.1 µM] | 2 | 2% | -1% | 18% | 1% | 3%[57.1 µM] | -2% | -11%
CSc1nsc(SCC(=O)Nc2ccc(C(C)=O)cc2)n1 | 3% | 1 | 3% | 8% | 47%[activator] | i | -5% | 3% | -1%
C=C(C)c1nc(N)nc(N)n1 | -9% | -2 | 0% | 1% | 27% | -7% | 11%[57.1 µM] | 1% | -4%
Nc1nc(Br)c2c(F)cccc2c1-c1ccc(Cl)cc1 | 13% | -2 | 0% | 8% | 57%[activator] | -1% | 5.6µM* | 4% | -5%
CCOC(=O)CNC(=O)CSc1cn(CC(=O)N2CCCCCC2)c2ccccc12 | -1% | -1 | -10% | 2% | 18% | i | 24% | -6% | -8%
CCN(CC)C(=O)CCSc1nnc(-c2ccco2)o1 | 8% | 5 | 0% | 5% | 30% | 4% | 19% | -1% | ?
Cc1cc(N(C)/N=C/c2ccccc2O)nc(-c2ccccc2O)n1 | 7% | 2 | 6% | 6% | 48%[activator] | 6% | 30% | -2% | -24%
COc1ccccc1NC(=O)CN1CCN(CC(=O)Nc2ccc3c(c2)OCCO3)CC1 | 6%[57.1 µM] | -3 | 3% | -1% | 34% | i | 5%[57.1 µM] | -7% | -16%
Cc1ccc(CSc2nnc(-n3c(=O)c(C#N)cc4c(=O)n5cccc(C)c5nc43)s2)cc1 | 10% | 1 | 12% | · | 25% | · | -5% | -1% | -16%
COc1cc(S(=O)(=O)N2CCN(c3ccccc3F)CC2)ccc1Cl | 0% | -6 | 2% | 3% | 60%[activator] | 2% | 7% | 9% | -22%
COc1ccccc1-n1cnc2cc(NCc3ccccc3O)ccc21 | 6% | -1 | 11% | 7% | ? | -1% | 19% | -5% | -17%
Cc1nc2sc(C(=O)N(C)Cc3ccccc3)c(NC(=O)c3ccccc3)c2c(C)c1Cl | 9%[11.4 µM] | 3 | -9% | · | 23% | · | 22% | 0% | -21%
COc1ccc(S(=O)(=O)CCC(=O)O)cc1 | -2%[57.1 µM] | -13 | -8% | -1% | 22% | -12% | 8%[57.1 µM] | -10% | -14%
COc1ccc(N(CC(=O)NC2CCCCC2)C(=O)CNC(=O)c2ccco2)cc1OC | 14%[57.1 µM] | 3 | 0% | -5% | 31% | -1% | 20%[57.1 µM] | -7% | 3%

Some entries already given, reduced to TrxR1 inh.
Structure | TrxR1 inh
COC(=O)c1cc2n(n1)CCN(Cc1cccc(OC)c1)C2=O | 7%[57.1 µM]
CC(C)C(=O)NC(Nc1ccc(S(N)(=O)=O)cc1)C(Cl)(Cl)Cl (centres undefined) | 6%[57.1 µM]
O=C(CNC(=O)C12CC3CC(CC(C3)C1)C2)Nc1ncccc1O | 3%
CCOC(=O)c1c(C)[nH]c(C)c1S(=O)(=O)N1CCC(C(=O)Nc2ccc(F)cc2F)CC1 | 3%[57.1 µM]

Assay outcomes deposited in PubChem by National Center for Advancing Translational Sciences (NCATS).
